# Screening data deposited in PubChem by Sanford-Burnham Center for Chemical Genomics.
# TAG inh = reduces triacylglycerol accumulation in H9c2 cells; Nile Red lipid (TAG) fluorescence; cells loaded with 200 µM oleic acid; inhibition, % at 12.5 µM; 0.66% of 230,000 active;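 active means pattern-corrected inhibition of lipid staining of at least 50% with the nuclear-stain viability signal not falling by more than 50%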;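 further: 0% = DMSO wells and 100% = triacsin C control wells; some results filed as inactive read as strong as hits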
# TAG inh DAPI viability = also measured in TAG inh; calls as there; DAPI nuclei signal change (viability), lower = more cytotoxic, %;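 whole-well DAPI fluorescence read on a plate reader as a viability signal; minus 50 percent equals half of cells still viable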
# * = called active by the depositor. The list is partial; rates above refer to the full screens.
smiles	TAG inh DAPI viability	TAG inh
Cc1c(C(=O)OC2CCCCC2)[nH]c2c1C(=O)CC(C)(C)C2	-17	12
O=C(CCCCC(=O)NCCc1ccccc1)NCCc1ccccc1	1	11
CSc1nc2ccc(S(=O)(=O)NC3CCCCC3)cc2s1	-3	-46
COC(=O)C=C1CCC2C3CC(F)C4(O)CC(=O)CCC4(C)C3C(=O)CC12C (stereo not given)	2	-7
O=c1cc(CSc2ccc(Cl)cc2)nc(-c2ccncc2)[nH]1	2	1
CC(=O)CCc1ccc(OC(=O)c2cccnc2)cc1	-8	-34
Cc1cc(-c2ccc(Br)s2)nc(-n2cccc2)n1	-5	5
Cn1c(SCc2ccc(Cl)cc2)nnc1-c1ccc2nonc2c1	15	-12
O=C(NCC(=O)N(Cc1ccccc1)C(C(=O)NC1CCCC1)c1ccncc1)c1ccco1 (stereo not given)	-3	-7
c1ccc(-c2cnnc(N3CCCCC3)n2)cc1	1	-2
CC(C)CCn1nc(C(=O)OCC(=O)NC(C)c2ccccc2)c2ccccc2c1=O (stereo not given)	7	-2
COc1ccc(C(=O)NNC(=O)c2cccs2)cc1S(=O)(=O)N1CCOCC1	2	6
Cc1ccc(/C=[N+](/C)[O-])cc1	2	-6
COc1ccc(OC)c(N(CC(=O)Nc2ccccc2)S(=O)(=O)c2ccccc2)c1	-1	-14
COc1ccc2c(c1)CC(C1(O)C(=O)Nc3ccccc31)C2=O (stereo not given)	-16	5
COc1cc(OC)c(C(=O)OCCCOC(=O)c2cc(OC)c(OC)cc2OC)cc1OC	-3	-6
Cc1cccc(-c2nc(CSc3nc4c(c(=O)[nH]3)CCC4)c(C)o2)c1	5	3
O=C(Nc1ccccc1CC[N+](=O)[O-])N1CCN(c2ccccc2)CC1	6	-2
COc1cc(OC)cc(C(=O)Nn2cnnc2)c1	10	-7
CC(CCc1ccccc1)NC(=O)c1nnc(Cc2ccc(F)cc2)o1 (stereo not given)	8	-14

# Part of the list above in order of length of the SMILES, smallest number first:
smiles	TAG inh DAPI viability	TAG inh
Cc1ccc(/C=[N+](/C)[O-])cc1	2	-6
O=C(CCCCC(=O)NCCc1ccccc1)NCCc1ccccc1	1	11
COC(=O)C=C1CCC2C3CC(F)C4(O)CC(=O)CCC4(C)C3C(=O)CC12C (stereo not given)	2	-7

# (list continues)
smiles	TAG inh DAPI viability	TAG inh
CCN1CCN(C(=O)/C=C/c2cccc(Cl)c2)CC1	1	0
COc1ccccc1C1C([N+](=O)[O-])=CC([N+](=O)[O-])=CN1C (stereo not given)	-2	-1
CC(C)CC(=O)Nc1ccnn1C1CCN(C(=O)c2ccc(F)cc2Cl)CC1	-7	-12
Cc1ccccc1CS(=O)(=O)Cc1ccc(C(=O)NCc2cccnc2)o1	4	-9
COc1cccc(NC(=O)Nc2ccc(C)c(Cl)c2)c1	-4	-5
COc1ccc(CCC(=O)Nc2cc(S(C)(=O)=O)ccc2Cl)cc1	5	-6
Cc1onc(-c2c(Cl)cccc2Cl)c1C(=O)N[C@@H]1C(=O)N2[C@@H]1SC(C)(C)[C@@H]2C(=O)O	4	-14
CC1CCCCN1C(=S)Nc1ccc(S(=O)(=O)N2CCCCC2)cc1 (stereo not given)	14	-20
CC1CCN(S(=O)(=O)c2ccc(C(=O)Nc3sccc3C(N)=O)cc2)CC1	5	-1
COc1cc(N(C)C)ccc1C=c1c2ccccc2n2c1cc(-c1ccccc1)[n+]2C	-76	112
CCOC(=O)CN1C(=O)/C(=C2\SC(=S)N(NC(=O)c3cccnc3)C2=O)c2ccccc21	12	-3
O=C1C2CSCN2C(=O)CN1CCCN1CCN(C(c2ccccc2)c2ccccc2)CC1 (stereo not given)	15	1
O=C(NCC1CCCO1)c1onc(CSc2ccc(Cl)cc2)c1C(=O)O (stereo not given)	8	-10
CCC(C)c1ccc(OCC(=O)Nc2cccc(C(=O)Nc3ccc(C(=O)O)cc3)c2)cc1 (stereo not given)	9	2
c1ccc(COc2cccc(CNCc3cccnc3)c2)cc1	9	-5
O=C(NCCCOC(=O)c1ccccc1)c1ccccc1	7	-3
CC1(C)Cc2c(c(N3CCOCC3)nc3sc(C(=O)N4CCCCC4)c(N)c23)CO1	3	7
O=C(c1ccc(S(=O)(=O)N2CCOCC2)cc1)N1CCc2ccccc2C1	-3	-3
O=C(O)CCCC(=O)NCc1ccccn1	-3	13
COc1ccc(S(=O)(=O)N(C)C[C@@H]2OCCCC[C@@H](C)Oc3ccc(NC(=O)NC(C)C)cc3C(=O)N([C@H](C)CO)C[C@@H]2C)cc1	-6	2
CN1CCc2nc(NC(=O)COc3ccc4ccccc4c3)sc2C1	-2	19
COc1ccc(S(=O)(=O)N(C)C)cc1NC(C)C(=O)Nc1cccc(C#N)c1 (stereo not given)	-2	4
N#Cc1ccc(CN2CCN(C(=O)CNC(=O)Cc3cccc4ccccc34)CC2)cc1	0	-8
Cc1csc(SCC(=O)Nc2ccc(F)cc2Cl)n1	-3	-2
CC1CN(CCOCCSc2ccccc2)CC(C)O1 (stereo not given)	-10	-5
Cc1ccccc1S(=O)(=O)NC(=O)C1(C)CCN1C(=O)Cc1ccccc1Cl (stereo not given)	-1	-15
CC1(C(=O)NS(=O)(=O)c2ccc(Cl)cc2)CCN1C(=O)Cc1ccc(-c2ccccc2)cc1 (stereo not given)	3	-12
Cc1ccc(C(=O)NCC(=O)OCC(=O)c2ccc(Cl)s2)cc1	13	18
Cc1ccc2c(c1)COc1c3ccc(C(=O)O)cc3nn1-2	3	15
COc1ccc(CNC(=O)COC(=O)c2ccc(Br)o2)cc1	-3	-2
N#Cc1ccccc1NC(=O)CSc1nnc(-c2ccccc2)n1-c1ccccc1	-4	-18
CN(C)CCNC(=O)C(=O)c1c(-c2ccccc2)cc2ccccn12	3	-3
CCOc1ccc(C(=O)CCC(=O)NCC(=O)Nc2ccc(F)c(F)c2F)cc1	3	2
CN(Cc1ccc(F)cc1)Cc1nc(-c2cnccn2)no1	6	13
NS(=O)(=O)c1ccc(SCc2ccccc2)nc1	-12	0
CCOC(=O)c1cc(-c2sc(NC(=O)c3ccccc3)nc2C)n(Cc2ccccc2)n1	-2	45
CC[C@@]12C(=O)N(c3ccccc3)C(=O)N1[C@H](c1ccc(OC)cc1)[C@@H]1C(=O)N(C(C)(C)C)C(=O)[C@@H]12	-2	14
O=C(c1ccc(CNc2c(N3CCCC3)c(=O)c2=O)cc1)N1CC=C(c2ccccc2)CC1	6	-6
Cc1cccc(/C=N/NC(=O)c2c(-c3ccccc3)noc2C)c1O	-10	14
O=C(c1ccccc1)N1CCC(CC2CC(c3cccc(Br)c3)=NO2)(C(=O)NCC2CCCCC2)CC1 (stereo not given)	-14	17
Cc1cccc(N(Cc2cc3ccccc3[nH]c2=O)S(C)(=O)=O)c1	12	-3
Cn1c(SCC(=O)NCc2ccc3c(c2)OCO3)nc2scc(-c3cccs3)c2c1=O	-14	26
Cc1ccc(Nc2cc(C)c3c(O)cccc3n2)cc1C	9	5
COc1cc(/C=C2\SC(=O)NC2=O)ccc1Oc1ccc([N+](=O)[O-])cc1[N+](=O)[O-]	4	-17
N/C(=N\OC(=O)c1ccccc1)c1ccn[nH]1	-7	10
Nc1ccc(Sc2ccc([N+](=O)[O-])cc2)cc1	-8	4
N#C/C(=C\c1ccc(O)cc1)c1nc2ccccc2o1	5	5
N#C/C(=C\c1cccc(O)c1)C(=O)Nc1ccc2c(c1)OCCO2	-1	3
COc1ccc(OCCCC(=O)Nc2nc(C)c(C(C)=O)s2)cc1	6	-7
CCCC/C(C)=N/NC(=O)NC1CCCCC1	5	4
CCCOc1ccc(F)cc1-c1cc(C(=O)Nc2ccc(OC)c(OC)c2)[nH]n1	-7	21
CCCc1cc(C(=O)OC)c(NC(=O)c2cc(C)on2)s1	-8	-3
c1ccc(C2=Nn3c(nnc3-c3ccccn3)SC2)cc1	2	9
COc1ccc(-n2cc(-c3ccc(OC)c(OC)c3)[nH]c2=S)cc1	4	-9
COC(=O)C1Cc2c([nH]c3ccccc23)C2CCC(=O)N12 (stereo not given)	3	-6
COc1ccc(Br)cc1/C=N/N1CCN(Cc2ccccc2)CC1	3	-19
O=C(NCc1ccc(F)cc1)C(C(=O)NCc1ccc(F)cc1)c1ncc(C(F)(F)F)cc1Cl	-9	-7
CC(NC(=O)Cc1ccccc1)C(c1ccccc1)N1CCOCC1 (stereo not given)	-11	4
CCc1ccccc1NC(=O)c1cccs1	17	7
Cc1cc(/C=C2\C(=N)N3N=C(CC(=O)N4CCOCC4)SC3=NC2=O)c(C)n1Cc1ccccc1	0	12

# Further results
smiles	TAG inh DAPI viability	TAG inh
O=C(NN1C(=O)NC2(CCCCC2)C1=O)c1cc2ccccc2o1	-4	8
CN(C)c1ccc(C=NNc2ccccn2)c(Cl)c1	0	3
COc1ccccc1-c1oc2ccccc2c1C#CC(C)(C)O	-3	19
Cc1ccc(S(=O)(=O)CCC(=O)OC2CC(C)OC2=O)cc1 (stereo not given)	6	-5
COc1ccccc1C(=O)Nc1ccnn1C1CCN(C(=O)c2cnsn2)CC1	-1	-7
CC(=O)c1c(C)[nH]c(C(=O)OCC(=O)NCc2ccc3c(c2)OCO3)c1C	-2	-8
CCOC(=O)c1ccc(Oc2nc(N(C)C)nc(N(C)C)n2)cc1	-11	10
CCN(CC)c1ccc(C2CC(=O)Nc3cc(OC)c(OC)cc32)cc1 (stereo not given)	0	-7
CC1(C)CC(=O)C/C(=N/NC(=O)COc2ccc3ccccc3c2Br)C1	4	-4
CCOC(=O)C1CCN(C(=O)COC(=O)CSc2ccc([N+](=O)[O-])cc2)CC1	2	-3
Cc1cc(C)cc(C(=O)Nc2nnc(SCC(=O)NCC3CCCO3)s2)c1 (stereo not given)	-2	15
COCC(=O)Nc1ccc(Br)cc1C	-1	11
CC1CC(=O)C(C(C2=C(O)CC(C)CC2=O)c2ccccc2)=C(O)C1 (stereo not given)	-8	21
Cc1ccc(S(=O)(=O)CCC(=O)NNC(=O)CN(C)S(=O)(=O)c2ccc(C)cc2)cc1	-2	-13
CC/C(=N\N=C(/CC)c1ccccc1N)c1ccccc1N	-7	-3
COC(=O)c1ccc(CSC2=NC[C@@H]3[C@@H]4C(=O)N(Cc5ccccc5)C(=O)[C@@H]4[C@](C)(C(=O)OC)N23)cc1	3	5
COc1ccc(C(=O)N2CCCC(c3cc(C(=O)NCc4ccccc4)no3)C2)cc1 (stereo not given)	-3	6
O=C(CN1C(=O)C2CC=CCC2C1=O)Nc1nnc(SCc2ccc(Cl)cc2)s1 (stereo not given)	6	-22
CC[C@@]1(C(=O)OC)N[C@H](CN(C)C(=O)Nc2ccc(C(F)(F)F)cc2)[C@@H]2C(=O)N(Cc3ccccc3)C(=O)[C@@H]21	-4	-11
COc1cc(C2N(c3ccc(F)cc3)C(=O)C3CCCN32)cc(OC)c1OC (stereo not given)	0	-8

# A second format for part of the listing above:
CC1CCN(S(=O)(=O)c2ccc(C(=O)Nc3sccc3C(N)=O)cc2)CC1
  TAG inh DAPI viability: 5	TAG inh: -1

COc1cc(N(C)C)ccc1C=c1c2ccccc2n2c1cc(-c1ccccc1)[n+]2C
  TAG inh DAPI viability: -76	TAG inh: 112

CCOC(=O)CN1C(=O)/C(=C2\SC(=S)N(NC(=O)c3cccnc3)C2=O)c2ccccc21
  TAG inh DAPI viability: 12	TAG inh: -3

O=C1C2CSCN2C(=O)CN1CCCN1CCN(C(c2ccccc2)c2ccccc2)CC1 (stereo not given)
  TAG inh DAPI viability: 15	TAG inh: 1

# (continued)
smiles	TAG inh DAPI viability	TAG inh
CC(C)CC(=O)Nc1sc2c(c1C#N)CC(C)(C)NC2(C)C	-11	-1
O=C(CN1C(=O)NC2(CCCC2)C1=O)NCC1CCCO1 (stereo not given)	14	-13
CN1CCC(CNC(=O)Nc2csc3ccccc23)CC1	3	0
COc1ccc(C(=O)N2CCN(c3ccc(N4CCOCC4)nn3)CC2)cc1OC	6	6
COc1ccc(CCNC(=O)C2CC3Cn4c(nc5ccccc54)C3N2Cc2ccccc2)cc1 (stereo not given)	1	11
O=C1OCC2=C1C(c1ccc(F)cc1)CC(=O)N2c1ccccc1 (stereo not given)	13	-11
C/C=C(\C)CN1CCN(c2ccccc2)CC1	-3	9
COc1ccc(OCCCC(=O)OC(C)C(=O)Nc2ccc(S(N)(=O)=O)cc2)cc1 (stereo not given)	6	-18
C=CCOC(=O)C1=C[C@@H](c2ccc(C(F)(F)F)cc2)[C@H](CCCO)[C@@H](OCC)O1	3	-29
O=C(COc1ccc(S(=O)(=O)N2CCOCC2)cc1)NCc1ccccn1	0	1
Cc1nc(CSc2n[nH]c(=O)n2-c2cccc(F)c2)cs1	-6	7
O=C(C1CCCN(Cc2ccccc2F)C1)N1CCc2ccccc2C1 (stereo not given)	-7	-7
Cc1ccc2c(CC(=O)Nc3ccc4nc(N5CCOCC5)sc4c3)coc2c1	3	0
Cc1ccc(OCC(=O)Nc2cccc3ccccc23)c([N+](=O)[O-])n1	-2	14
O=C(Nc1nnc([C@@H]2C[C@H](O)[C@@H](CO)O2)s1)c1cccc(Oc2ccccc2)c1	3	-5
NC(=O)C1(Nc2ccc(Br)cc2)CCCC1	3	-15
Cc1cc(C(=O)OCC(=O)NC(=O)c2cccn2C)c2ccccc2n1	-3	14
CC[C@]12c3[nH]c4cc(CCC(=O)N(C)C)ccc4c3CCN1C(=O)[C@@H](CC(=O)NCCCN(C)C)C[C@@H]2C(=O)N1CCN(C(=O)c2ccco2)CC1	-11	-2
COc1ccc(N2CCN(C(c3nnnn3CCc3ccccc3)C(C)C)CC2)cc1 (stereo not given)	2	-2
